# FEN1 inhibitor – qHTS Assay for the Inhibitors of Human Flap endonuclease 1 (FEN1); Potency, µM (highest dose often 114 µM), without a hit: top-dose activity change, negative = inhibition, most hits filed as inhibitors; AID 588795, 2011; 390,000 compounds, 0.35% hits; Recombinant FEN1 flap cleavage, fluorescence, 15 min; P39748; further: nearly all actives have a fitted effect of over 65% in size
#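 In this screen, 50 nM flap DNA substrate was added to 10 nM FEN1 pretreated with compound for 15 min at room temperature; cleavage was followed with reads at 0 and 15 min, and Hill fitting gave concentration–response parameters.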
# GCN5L2 inh – qHTS Assay for Inhibitors of GCN5L2 | Potency, µM (series often up to 58.9 µM), inactives show top-dose activity change, negative = inhibition, actives largely listed as inhibitors | Histone acetyltransferase KAT2A (Homo sapiens), Q92830 | 390,000 compounds, 0.21% hits | GCN5L2 HAT assay, ThioGlo1 CoA-SH fluorescence
# Target sequence (Q92830 whole entry, looked up): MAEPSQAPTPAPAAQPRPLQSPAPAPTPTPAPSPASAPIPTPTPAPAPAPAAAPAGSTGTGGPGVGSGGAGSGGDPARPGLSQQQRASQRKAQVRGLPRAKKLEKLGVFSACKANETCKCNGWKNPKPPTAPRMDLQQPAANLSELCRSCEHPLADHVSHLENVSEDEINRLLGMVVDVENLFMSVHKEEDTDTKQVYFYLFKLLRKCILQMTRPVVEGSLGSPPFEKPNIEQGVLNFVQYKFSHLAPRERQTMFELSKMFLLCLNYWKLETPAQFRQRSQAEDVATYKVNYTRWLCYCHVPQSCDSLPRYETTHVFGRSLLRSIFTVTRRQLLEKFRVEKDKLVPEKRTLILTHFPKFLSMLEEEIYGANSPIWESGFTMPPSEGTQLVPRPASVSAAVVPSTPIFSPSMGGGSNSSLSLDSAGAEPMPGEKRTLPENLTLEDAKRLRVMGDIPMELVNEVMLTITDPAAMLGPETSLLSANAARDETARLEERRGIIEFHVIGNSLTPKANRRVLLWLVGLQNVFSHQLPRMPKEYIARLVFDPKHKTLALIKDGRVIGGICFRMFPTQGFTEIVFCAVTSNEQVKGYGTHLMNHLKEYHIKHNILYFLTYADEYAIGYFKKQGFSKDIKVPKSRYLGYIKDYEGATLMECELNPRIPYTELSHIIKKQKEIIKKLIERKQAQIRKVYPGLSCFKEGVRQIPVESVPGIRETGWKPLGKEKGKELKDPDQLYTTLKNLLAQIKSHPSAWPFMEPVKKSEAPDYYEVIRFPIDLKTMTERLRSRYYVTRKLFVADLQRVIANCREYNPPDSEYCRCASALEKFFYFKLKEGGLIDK
#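 GCN5L2 (20 nM) in 50mM HEPES pH 7.5, 0.1mM EDTA, 0.01% Tween-20 preincubated 15 min with compounds at room temperature. Reaction started with H3(1-25) 75uM, acetyl-CoA 70uM, ThioGlo1 50uM; CoA-thiol fluorescence (Ex340/Em540) read at 0 and 20 min.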
# N370S GC mod – qHTS Assay for Inhibitors and Activators of N370S glucocerebrosidase as a Potential Chaperone Treatment of Gaucher Disease. Lysosomal acid glucosylceramidase (Homo sapiens), P04062. Potency, µM (titrated, usually from 59.4 µM), for the others: at the top dose activity change, negative = inhibition, actives largely listed as inhibitors. AID 2101, 2009. 330,000 compounds, 0.092% hits. N370S GC spleen homogenate, 4MU-glucoside fluorescence;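 further: 0% = full enzyme activity and -100% = no enzyme basal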
# * hit, by the source's call; ? = inconclusive; . = no result given; & = joins results of further samples; [ ] = another dose, or the depositor's remark. The call rests on the fitted dose curve; in most records, active means well fitted curve in the direction sought with a large enough effect; inconclusive means small, poorly fitted or top-dose-only effect, or another doubt; inactive means no such curve, though single readings can be large; an effect the other way counts as inactive or inconclusive. Unless noted, on the % scale 0 is the no-effect control and ±100 the full control effect; potency means the concentration at half of the fitted maximal effect. An excerpt; count on the stated rates, not on these rows.
FEN1 inhibitor	GCN5L2 inh	N370S GC mod	structure
-6%	-1%	.	CCOC(=O)CCN(c1ccccc1)S(=O)(=O)c1cc(-c2cc(C)no2)ccc1C
-2%	-11%	-10%	O=C(O)CSc1c2c(nc3cc(C(=O)N4CCCC4)ccc13)CCCC2
-2%	-20%	.	CN(Cc1ccccc1)C(=O)C(=O)Nc1ccc2nc3n(c(=O)c2c1)CCCCC3
20%	3%	-4%	Cc1cccc(NC(=O)CSc2nnc(CCNC(=O)OC(C)(C)C)o2)c1C
2%	-10%&-4%	-17%&-2%	Cc1sc2nc(CN3CCOCC3)nc(Oc3ccc(NC(=O)c4ccco4)cc3)c2c1C
7%	0%	-11%	CC(C)C(=O)NC(c1ccc(N(C)C)cc1)c1c(O)ccc2ccccc12 (stereo not given)
-6%	-9%	.	COc1ccccc1Cc1nc2ccccc2nc1SCC(=O)N(C)c1ccc(F)cc1
-9%	-7%	.	Cc1nc2cc(-c3ccccc3)nn2c(C)c1CCC(=O)NCCc1ccccc1
.	-9%	17%	CC(=O)OC1CC(OC(C)=O)[C@]2(C)C(CC(OC(C)=O)[C@@]3(C)C4=CC(=O)OC(c5ccoc5)[C@]4(C)CCC32)C1(C)C (stereo not given in full)
-8%	7%	.	COc1ccc(NC(=O)CSC2=Nc3ccccc3C3=NC(Cc4ccccc4)C(=O)N23)cc1Cl (stereo not given)
-1%	-4%	.	CCOc1ccc(C(=O)COC(=O)c2nn(CC)c(=O)c3ccccc23)cc1
?	-12%	4%	CCOc1ccc(CN(C)c2nc(-c3cccnc3)nc3ccccc23)cc1OC
-12%	-9%	4%	O=C1CC(c2ccco2)Sc2nc3ccccc3n21 (stereo not given)
0%	-9%	.	CCc1nn2c(=O)cc(COC(=O)c3ccc(NC(=O)c4cccs4)cc3)nc2s1
-15%	-6%	-3%	COc1ccc(CN(C)CC(=O)NC(=O)NCc2ccccc2)c(OC)c1
-20%	-10%	-7%	COc1ccc(-n2nc([N+](=O)[O-])c(=NCCc3cccc(C)c3)n2O)cc1
20%	-3%	-2%	CCN(c1cccc(C)c1)C1C(=O)c2ccccc2N1C(C)=O (stereo not given)
7%	1%	-16%	Cc1ccc(OCCOCCNC(C)C)c(Br)c1
-20%	-3%	7%	O=C(CSc1nnc(COc2ccc(Cl)cc2)o1)OC1CCCCC1
-4%	-3%	5%	COC(=O)c1cn(-c2ccccc2)nc1-c1ccncc1
-13%	-5%	2%	CC(C)CC1c2[nH]c3ccccc3c2CCN1C(=O)c1cnccn1 (stereo not given)
-9%	-2%	-6%	CC(=O)C(C)Oc1ccc(Cc2ncc(C(F)(F)F)cc2Cl)cc1 (stereo not given)
-2%	-15%	-2%	Cc1ccc(OCC(=O)NN2C(=O)c3ccccc3C2=O)c(C)c1
0%	-7%	4%	CCN(CC)S(=O)(=O)c1cc(NC(=O)C(C)OC(=O)c2[nH]c(C)c(C(C)=O)c2C)ccc1C (stereo not given)
6%	-9%	24%	Cc1ccc(SCC(=O)N2c3ccccc3Sc3ccccc32)cc1
16%	-1%	1%	N#CNC(=Nc1cccc(Cl)c1)Oc1ccccc1
-1%	-3%	2%	CCN(CC)CCCNC(=O)c1nn(-c2cccc(OC)c2)c(=O)c2ccccc12
-9%	1%	3%[2.35 µM]	COC(=O)[C@H](CCSC)NC(=O)N1CCN(c2cccc(C(F)(F)F)c2)CC1
0%	-6%	3%	COc1ccc(CCNC(=O)c2cc(=O)n(C)c(=O)n2C)cc1OC
-2%	-1%	-9%	COc1ccc(NS(=O)(=O)c2cccc(NC(=O)c3cnccn3)c2)cc1Br
1%	-10%	22%	COc1cccc(/C=N/Nc2ncnc3scc(-c4ccccc4)c23)c1OC
-3%	-4%	.	COc1ccc(OC(=O)c2cc(-c3ccc4c(c3)OCCO4)on2)cc1
-6%	4%	2%	Cc1cc(NC(=O)c2ccco2)no1
-17%	-6%	-28%	CC(C)NC(=O)c1sc(=S)n2c1[nH]c(=O)c1ccc(C(=O)NCCc3ccc(Cl)cc3)cc12
.	-5%	-23%	O=c1[nH]c2c(cc1CNCCN1CCOCC1)c(-c1cccc(F)c1)nn2-c1ccccc1
-1%	-13%	-16%	Cc1ccccc1SCC(=O)Nc1ccc(N2CCOCC2)cc1
11%	-2%	7%	CCn1c(-c2cccnc2Cl)nc2cc(Cl)c(Cl)cc21
-15%	-12%	6%	COc1cccc(-c2noc(Cn3nc(C)c([N+](=O)[O-])c3C)n2)c1
2%	-3%	2%	O=S(=O)(Cc1cc(-c2ccccc2)no1)c1ccccc1
-3%	11%	-1%	O=C(O)CSCC(=O)Nc1ccccn1
0%	-7%	-16%	O=C(Nc1ccc(CN2CCOCC2)cc1)c1ccc2ccccc2c1
4%	-4%	-2%	COc1ccc(C(=O)COC(=O)CN2CC(=O)Oc3ccccc32)cc1Br
3%	-8%	11%	Cc1nonc1NC(=O)CSc1nc2cc(Cl)ccc2c2c1CCCC2
0%	-14%	.	CCc1cccc(NC(=O)CSc2ncccc2C(=O)Oc2ccccc2Cl)c1
13%	-9%	6%	C=C(C)CNC(=S)N/N=C/c1ccc(NC(C)=O)cc1
-6%	-3%	.	COc1cccc2c1ncc1c(-c3ccc(C)cc3)nn(-c3ccc(F)cc3)c12
0%	2%	.	CCOC(=O)c1c(C)[nH]c(C)c1S(=O)(=O)N1CCCC(C(=O)NCc2ccc(Cl)cc2)C1 (stereo not given)
15%	2%	-6%	CC(C)(C)NC(=O)C(c1ccc(Cl)cc1)N(CCO)C(=O)c1snc(C(N)=O)c1N (stereo not given)
-20%	-2%	.	Cc1ccccc1NC(=O)Cc1nc(COC(=O)CCC(=O)c2ccccc2)cs1
-15%	8%	-4%	O=C(COc1ccc(C(=O)c2ccc(F)cc2)cc1)NCc1ccc(F)cc1
-12%	-6%	.	CN(Cc1ccccc1)C(=O)COC(=O)C12CC3CC(CC(Br)(C3)C1)C2
11%	-3%	.	CC(=O)c1ccc(NS(=O)(=O)c2ccc3[nH]c(=O)[nH]c3c2)cc1
?	-1%	1%	Cc1ccc(NC(=O)CN2C(=O)S/C(=C\c3cccn3-c3cccc(C(=O)O)c3)C2=O)cc1C
.	6%	11%	COc1ccc(NC(=O)N2CCCC3(CCN(C(=O)c4cnccn4)CC3)C2)cc1
-8%	-12%	-1%	OC(CCN1CCC2(CC1)OCCO2)C(F)(F)F (stereo not given)
-5%	-6%	.	CCOC(=O)[C@H]1[C@H]2COc3ccc(Cl)cc3[C@@H]2N2C(=O)CN(CC3CCCO3)C(=O)[C@@]12C (stereo not given in full)
-7%	-18%	-9%	CCN(CC)S(=O)(=O)c1ccc2[nH]cc(C(=O)NCCc3ccc(OC)c(OC)c3)c(=O)c2c1
16%	0%	0%	Cc1cc(C(=O)N2CCCC(C(=O)c3cc(F)ccc3F)C2)c(C)o1 (stereo not given)
-2%	-10%	-28%	Cc1nc2ccc(NC(=O)NC(=O)c3c(Cl)cccc3Cl)cc2o1
-8%	1%	.	O=C(c1ccc2c(c1)N(Cc1ccccc1F)C(=O)c1ccccc1S2(=O)=O)N1CCC(Cc2ccccc2)CC1

# Next records
FEN1 inhibitor	GCN5L2 inh	N370S GC mod	structure
1%	-3%	11%	Cc1c(Cl)cccc1NC(=S)NCC(C)C
-4%	-7%	.	O=C(Nc1ccccc1N1CCOCC1)c1cc(Cl)c2c(c1)OCO2
-9%	-7%	.	COc1ccccc1C(=O)NC1(C(F)(F)F)NC(=O)N(CCc2ccccc2)C1=O (stereo not given)
-8%	0%	.	FC(F)(F)c1ccc2c(c1)ncc1c(-c3ccccc3)nn(-c3ccccc3)c12
0%	-22%	-11%	COc1ccc(Cl)cc1N/C(N)=N/c1nc(C)cc(C)n1
.	-17%	-5%	C=C1/C(=C\C=C2\CCCC3(C)C2CCC3C(C)/C=C/C(O)C2CC2)CC(O)CC1O (stereo not given)
1%	-1%	-2%	COc1cccc(OC)c1C(=O)NNC(=O)c1ccccc1-n1cccc1
15%	-19%	11%	COc1cc(NS(=O)(=O)c2ccc(NC(=S)NC(=O)COc3ccccc3OC)cc2)nc(OC)n1
15%	2%	-5%	O=C(CCN1C(=O)[C@H]2CC=CC[C@H]2C1=O)NCc1nc(-c2ccccc2)no1
-15%	-6%	3%	C/C(=N\NC(=S)Nc1c(C)cccc1C)c1ccc(O)cc1
-23%	-3%	12%	O=C(Cc1ccccc1F)Nc1nc(-c2cccs2)cs1
-7%	-5%	-11%	O=C(Nc1nccs1)c1ccc(-c2ccc([N+](=O)[O-])cc2)o1

# Quoted at random: 3 records from the list
FEN1 inhibitor	GCN5L2 inh	N370S GC mod	structure
-7%	-5%	-11%	O=C(Nc1nccs1)c1ccc(-c2ccc([N+](=O)[O-])cc2)o1
-4%	-7%	.	O=C(Nc1ccccc1N1CCOCC1)c1cc(Cl)c2c(c1)OCO2
15%	2%	-5%	O=C(CCN1C(=O)[C@H]2CC=CC[C@H]2C1=O)NCc1nc(-c2ccccc2)no1

# (next part)
FEN1 inhibitor	GCN5L2 inh	N370S GC mod	structure
1%	0%	-13%	CSc1cccc(NC(=O)C2C3C=CC4(O3)C2C(=O)N(CCCN2CCOCC2)C4C(=O)NC2CCCCC2)c1 (stereo not given)
-10%	1%	.	COc1ccc(NC(=O)c2ccc3c(=O)n4nc(Nc5cccc(Cl)c5C)sc4nc3c2)cc1
-8%	-7%	-11%[12.8 µM]	Cc1ccc2nc(-c3ccc(NC(=O)Cc4cccs4)cc3)[nH]c2c1
7%	1%	.	COc1ccccc1-c1nc(SCC(=O)Nc2ccc(C)c(C)c2)n[nH]1
-5%	0%	-1%	CN(C)N1C(N)=C(C#N)C(c2cccnc2)C2=C1CCCC2=O (stereo not given)
-6%	2%	-5%	CC1C=CC(C)C(C(=O)O)C1C(=O)O (stereo not given)
7%	-6%	-11%	CCn1nnc2c(=O)oc3ccccc3c21
-2%	?	?	COc1cc(C(=O)CSc2nnc(-c3ccc(O)cc3)n2CC2CCCO2)ccc1NC(C)=O (stereo not given)
-9%	-10%	8%	Cc1nnc(C)n1/N=C/c1ccc(C(=O)O)cc1
-13%	-14%	13%	O=C(Nc1cccc(-c2cc3ccccc3oc2=O)c1)c1ccc(Br)o1
-3%	-19%	?	CC(OC(=O)c1nccnc1N)C(=O)Nc1ccc(S(=O)(=O)N2CCCC2)cc1 (stereo not given)
0%	0%	.	N#Cc1ccc(OCC(=O)N2CCN(S(=O)(=O)c3cccc(Cl)c3)CC2)cc1

# Complete entries, quoted from the list. Screens in order: FEN1 inhibitor | GCN5L2 inh | N370S GC mod
# CC1C=CC(C)C(C(=O)O)C1C(=O)O (stereo not given) across the screens: -6% | 2% | -5%
# CCn1nnc2c(=O)oc3ccccc3c21 across the screens: 7% | -6% | -11%
# N#Cc1ccc(OCC(=O)N2CCN(S(=O)(=O)c3cccc(Cl)c3)CC2)cc1 across the screens: 0% | 0% | .
# CSc1cccc(NC(=O)C2C3C=CC4(O3)C2C(=O)N(CCCN2CCOCC2)C4C(=O)NC2CCCCC2)c1 (stereo not given) across the screens: 1% | 0% | -13%
# COc1ccccc1-c1nc(SCC(=O)Nc2ccc(C)c(C)c2)n[nH]1 across the screens: 7% | 1% | .

# Three structures out of the list, sorted by SMILES length, descending.
FEN1 inhibitor	GCN5L2 inh	N370S GC mod	structure
0%	0%	.	N#Cc1ccc(OCC(=O)N2CCN(S(=O)(=O)c3cccc(Cl)c3)CC2)cc1
-9%	-10%	8%	Cc1nnc(C)n1/N=C/c1ccc(C(=O)O)cc1
-6%	2%	-5%	CC1C=CC(C)C(C(=O)O)C1C(=O)O (stereo not given)

# (list continues)
FEN1 inhibitor	GCN5L2 inh	N370S GC mod	structure
-6%	-22%	.	CCOC(=O)c1c(C)[nH]c(C)c1S(=O)(=O)N(C)CC(=O)Nc1ccc(CC)cc1
9%	-4%	-3%	CC(C)c1ccc(OC(=O)c2ccc3c(=O)n4c(nc3c2)CCC4)cc1
0%	-15%	8%	COc1ccc(-c2cc(C3CCN(c4ccc(C(C)=O)cc4[N+](=O)[O-])CC3)[nH]n2)cc1
-6%	2%	0%	Fc1ccc(-c2csc3[n+]2CCS3)cc1
-11%	-8%	10%	Cn1c(=O)[nH]c(=O)c2c1nc1n2CC(COc2ccc3ccccc3c2)O1 (stereo not given)
5%	0%	3%	Nc1nc(-c2ccc(Br)cc2)cc(C(F)(F)F)n1
5%	-2%	-1%	Cc1c[n+]([O-])cc(C)c1Oc1ccccc1
-6%	-2%	-5%	Cc1cc(C)cc(N(CCC#N)C(=O)COC(=O)c2ccccc2SCC(=O)N2CCCC2)c1
12%	-3%	-12%	O=C(NC1CCN(C(=S)Nc2ccc(F)cc2)CC1)c1ccco1
?	?	-10%	c1ccc(CN2CCN(c3ncnc4c3[nH]c3ccccc34)CC2)cc1
-12%	-18%	1%	O=c1c(-c2ccco2)[n+]([O-])c2ccccc2n1OCc1c(F)cccc1F

# Screening results deposited in PubChem BioAssay by National Center for Advancing Translational Sciences (NCATS).
